Screens deposited in PubChem BioAssay by Southern Research Specialized Biocontainment Screening Center.
H37Rv inhibition: M. tuberculosis growth inhibition, HTS (AID 449762). M. tuberculosis H37Rv growth inhibition, 7H9 media; higher % means a stronger effect. inhibition, % at 25 µM, or IC50 in µM where a hit was titrated. actives 0.59% (n = 330,000); in the data active = a potency from the dose series; inconclusive = inhibition above about 70% without an active follow-up result;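 also: bacterial growth assessed after seven days of incubation; strong numbers were not always called active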
inhibitors of VEEV: inhibitors of VEEV TC-83 cytopathic effect, confirmation, Vero cells (AID 588727). Vero cells, VEEV TC-83 cytopathic effect inhibition; higher % means a stronger effect. inhibition, % at 20 µM; hits with a dose series show IC50 in µM. actives 0.13% (n = 350,000); in the data active = a potency from the dose series; inconclusive = inhibition mostly from about 14% at the one dose, without a potency; inactive = the rest, 99 in 100 with inhibition below about 12%; also: strong numbers were not always called active
Salmonella PhoP GFP: Inhibition of PhoP regulon, Salmonella typhi GFP reporter cells, confirmation, 4 h (AID 1850) | Salmonella Typhi PhoP-promoter GFP reporter, fluorescence, 4 h; higher % means a stronger effect | inhibition, % at 50 µM; hits with a dose series show IC50 in µM | actives 0.33% (n = 310,000); in the data active = a potency from the dose series; inconclusive = inhibition mostly from about 25% at the one dose, without a potency; inactive = the rest, 99 in 100 with inhibition below about 19%;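 also: 0% = induced wells with vehicle and 100% = uninduced wells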
H1N1 NS1A inhibition: H1N1 influenza NS1A inhibitors, functional cell based assay (AID 504329); inhibition, % at 12.5 µM, or IC50 in µM where a hit was titrated; NS1A functional cell-based assay, percent inhibition; higher % means a stronger effect; actives 0.3% (n = 340,000); in the data active = a potency from the dose series; inconclusive = inhibition above about 27% without an active follow-up result; also: strong numbers were not always called active
tuberculosis growth: growth inhibition of non-replicating M. tuberculosis (AID 488890); Mycobacterium tuberculosis non-replicating, growth inhibition; higher % means a stronger effect; one-dose inhibition, % at 25 µM; IC50 in µM for titrated hits; actives 0.39% (n = 320,000); in the data active = a potency from the dose series; inconclusive = inhibition mostly from about 82% at the one dose, without a potency; inactive = the rest, 99 in 100 with inhibition below about 76%;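 also: plate controls were DMSO cells for no effect and high antibiotic wells for full effect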
inhibitors of VEEV 10K pilot screen: second read-out of inhibitors of VEEV, no call of its own (marks repeat the call); inhibition, %; measured here: 10K pilot screen inhibition
The depositor's hits bear a star; i = inactive; ? = inconclusive; nt = no result given.

SMILES	H37Rv inhibition	inhibitors of VEEV	Salmonella PhoP GFP	H1N1 NS1A inhibition	tuberculosis growth	others
CCn1cc(/C=N\NC(=O)Cc2ccc(Cl)cc2)cn1	0%	0.9%	1%	13%	-2%
CCCCn1c(=O)c(C=Nc2ccc(Cl)cc2)c(O)n(Cc2ccco2)c1=O	3%	0.3%	-1%	-5%	26%
COc1ccc(C2CC(C(F)(F)F)n3ncc(C(=O)Nc4c(C)n(C)n(-c5ccccc5)c4=O)c3N2)cc1 (stereo not drawn)	-10%	4.2%	7%	-1%	10%
COc1ccccc1NC(=O)COc1ccc2c(c1)OCO2	2%	0.8%	-3%	3%	?
Cc1cccc(C)c1NC(=O)c1ccc(-n2cncn2)nc1	-4%	3.2%	-7%	11%	-19%
Cc1cccc(NC(=O)CSc2nnc(CNC(=O)c3cccs3)o2)c1C	11%	0.1%	-8%	-7%	7%
Cc1ccc(N(C(=O)CCC(=O)Nc2cc(C)on2)C(C(=O)NC2CCCC2)c2ccncc2)cc1 (stereo not drawn)	-5%	i	12%	4%	4%	inhibitors of VEEV 10K pilot screen=1.3
COC(=O)c1cc2oc(C)cc2n1CC(=O)N(C)c1ccccc1	5%	0.1%	-2%	-6%	16%
CCC1Oc2ccccc2N(CC(=O)NC2CCCCC2)C1=O (stereo not drawn)	-4%	i	-30%	5%	1%
COc1ccc(C2=C(C#N)C(=O)OC2)cc1	1%	i	-2%	-1%	7%
CCCCC(NC(=O)c1cccc(Br)c1)C(=O)O (stereo not drawn)	-3%	0.8%	16%	-4%	7%
COc1ccc(-n2c(SCC(N)=O)nnc2-c2cccnc2)cc1	-2%	0.9%	3%	3%	-4%
O=C(O)C1CCCN(S(=O)(=O)c2ccc(-c3ccc(=O)[nH]n3)s2)C1 (stereo not drawn)	13%	0.7%	-35%	-2%	0%
COc1ccc(S(=O)(=O)Oc2ccccc2C(N)=O)cc1	nt	2.1%	nt	-3%	nt
O=C(COC(=O)COc1ccccc1)Nc1ccc(Br)cc1Br	-5%	0.8%	nt	-5%	0%
NC(=O)CSc1nnc(Cc2csc(Nc3ccccc3)n2)n1Cc1ccccc1	-1%	i	3%	-4%	38%
CN(c1ccccc1)S(=O)(=O)c1cccc(NC(=O)c2cc3ccccc3oc2=O)c1	-2%	0.8%	10%	-6%	32%
Cc1cc(C)c(C(=O)COC(=O)Cn2nc(-c3ccccc3)oc2=O)cc1C	1%	3.9%	nt	-7%	56%
N#Cc1cc2c(nc1SCc1cccnc1)CCCC2	-6%	1.6%	-2%	2%	-3%
O=C(N/N=C/c1ccoc1)c1ccc(Cl)cc1	4%	1.8%	4%	-8%	25%

Among those listed so far, 2 contain a thiophene ring, fused or not:
SMILES	H37Rv inhibition	inhibitors of VEEV	Salmonella PhoP GFP	H1N1 NS1A inhibition	tuberculosis growth	others
Cc1cccc(NC(=O)CSc2nnc(CNC(=O)c3cccs3)o2)c1C	11%	0.1%	-8%	-7%	7%
O=C(O)C1CCCN(S(=O)(=O)c2ccc(-c3ccc(=O)[nH]n3)s2)C1 (stereo not drawn)	13%	0.7%	-35%	-2%	0%

Continuation.
SMILES	H37Rv inhibition	inhibitors of VEEV	Salmonella PhoP GFP	H1N1 NS1A inhibition	tuberculosis growth	others
CCOc1ccc(/C=N/NC(=S)NC2CC3CC2C2C=CCC32)cc1 (stereo not drawn)	7%	0.7%	4%	nt	nt
COc1ccc(N=C2SCC(c3ccc([N+](=O)[O-])cc3)=NN2CCO)cc1	-3%	0.0%	7%	9%	26%
O=C(/C=C/c1ccccc1)c1ccccn1	?	?	-12%	-16%	71%
CC(=O)Nc1sc2c(c1C(c1ccncc1)N1CCOCC1)CCCC2 (stereo not drawn)	0%	1.1%	12%	-5%	-5%
COc1ccc(/C(C)=N/NC(=O)c2nnn(-c3nonc3N)c2-c2cccs2)cc1OC	6%	0.4%	7%	-2%	4%
CCOC(=O)CCCCCC(=O)Nc1ccc2c(c1)C(=O)N([C@H](C)CO)C[C@@H](C)[C@H](CN(C)S(=O)(=O)c1cn(C)cn1)O2	2%	i	nt	5%	1%
Cc1ccnc(SC2CC(=O)N(c3ccc(Br)cc3)C2=O)n1 (stereo not drawn)	10%	1.9%	1%	-1%	72%
O=C(NCc1ccco1)c1cccc(NS(=O)(=O)c2cccc(F)c2)c1	-2%	1.1%	-8%	-8%	3%
Cc1cccc(-c2nc(CS(=O)CC(=O)NC3CCCC(C)C3C)c(C)o2)c1 (stereo not drawn)	5%	1.4%	0%	4%	19%	inhibitors of VEEV 10K pilot screen=2.0
CC(=O)NC(Cc1ccccc1C)C(=O)NC1CCN(c2nnnn2-c2ccccc2)CC1 (stereo not drawn)	-6%	1.1%	4%	-11%	8%
CCC1Sc2ccccc2N(CC(=O)NCCC(C)C)C1=O (stereo not drawn)	4%	i	-6%	-2%	24%
O=C(O)c1cc(NCc2cccs2)ccc1N1CCOCC1	-7%	3.1%	20%	5%	12%
C=CC[C@@H](CC(=O)N[C@H](CO)Cc1ccccc1)C(=O)N[C@H](C)COC(=O)[C@@H](CC=C)CC(=O)OC(C)(C)C	5%	0.1%	nt	-11%	31%
Cc1nn(-c2ccccc2)c2nc(C(Cl)(Cl)Cl)[nH]c(=O)c12	-1%	3.3%	-13%	-11%	55%
CCn1c(=O)cc(SCC(=O)NCCN2CCN(Cc3ccccc3)CC2)c2ccccc21	3%	i	-1%	4%	15%
O=C1CS/C(=N/N=C/c2c[nH]c3ccccc23)N1	2%	2.1%	7%	nt	4%
Cc1ccc(OCCCCNC(C)c2ccccc2)c(C)c1 (stereo not drawn)	8%	i	-4%	-1%	59%
CS(=O)(=O)N(CC(=O)N1CCN(Cc2ccccc2)CC1)c1ccc(F)cc1	4%	0.4%	-4%	-24%	-12%
O=C(c1ccc(C(F)(F)F)cc1)C1CCCN(C(=O)c2csnn2)C1 (stereo not drawn)	-2%	i	4%	1%	9%
CCCCN(C)CC(O)Cn1cc(/C=C/C(=O)c2ccc(OCC)cc2)c2ccccc21 (stereo not drawn)	?	nt	-4%	nt	?
O=C(NCc1nc2ccccc2[nH]1)C1=C[C@@H](c2csc3ccccc23)C[C@@H](OCc2ccc(CO)cc2)O1	?	4.2%	-3%	11%	49%
Cc1sc2ncnc(-n3nnc4ccccc43)c2c1C	5%	i	-8%	5%	14%
COc1cc(C(=O)NCc2ccco2)c(Br)c(OC)c1OC	-1%	i	-12%	1%	-4%
CCOC(=O)CNC(=O)c1ccc(Cl)s1	7%	i	-8%	-2%	56%
CCNc1nc(NCC)nc(Oc2ccc(N)cc2)n1	-2%	8.5%	-6%	3%	-10%
CCc1ccc(/C=C2\Oc3cc(OC(=O)N4CCOCC4)ccc3C2=O)cc1	5%	7.3%	-11%	8%	79%
O=C(Nc1cccc(Cl)c1N1CCOCC1)c1ccc(Br)o1	0%	6.8%	-8%	-12%	5%
O=c1c2c([nH]n1-c1ccccc1)CCSC2	0%	i	-9%	24%	-12%
CCOc1ccccc1NC(=O)c1ccc2nc[nH]c2c1	5%	7.0%	1%	-4%	24%
O=C(C(=O)N1CCOCC1)c1cn(CCCOc2ccccc2)c2ccccc12	2%	0.3%	4%	1%	4%

Quoted at random: five compounds from above, in no set order.
SMILES	H37Rv inhibition	inhibitors of VEEV	Salmonella PhoP GFP	H1N1 NS1A inhibition	tuberculosis growth	others
CCOc1ccccc1NC(=O)c1ccc2nc[nH]c2c1	5%	7.0%	1%	-4%	24%
O=C(C(=O)N1CCOCC1)c1cn(CCCOc2ccccc2)c2ccccc12	2%	0.3%	4%	1%	4%
O=C(Nc1cccc(Cl)c1N1CCOCC1)c1ccc(Br)o1	0%	6.8%	-8%	-12%	5%
COc1cc(C(=O)NCc2ccco2)c(Br)c(OC)c1OC	-1%	i	-12%	1%	-4%
CCc1ccc(/C=C2\Oc3cc(OC(=O)N4CCOCC4)ccc3C2=O)cc1	5%	7.3%	-11%	8%	79%

(list continues)
SMILES	H37Rv inhibition	inhibitors of VEEV	Salmonella PhoP GFP	H1N1 NS1A inhibition	tuberculosis growth	others
Cc1ncc(C[n+]2csc(CCOC(=O)C34CC5CC(CC(C5)C3)C4)c2C)c(N)n1	-7%	1.2%	10%	-2%	13%
C[C@H](CO)N1C[C@H](C)[C@@H](CN(C)Cc2ccc(Oc3ccccc3)cc2)Oc2c(NC(=O)c3ccncc3)cccc2C1=O	9%	2.9%	nt	18%	12%
COc1cc2nc(CN3CCN(S(=O)(=O)c4ccc(Cl)cc4)CC3)[nH]c(=O)c2cc1OC	0%	6.4%	1%	-2%	19%
CC(=O)O[C@@H]1/C=C/[C@](C)(O)C[C@@H](C)C/C=C/[C@H]2[C@H](O)[C@@](C)(O)[C@@H](C)[C@H]3[C@H](Cc4ccccc4)NC(=O)[C@@]312	-2%	nt	1%	nt	6%
C=CCN1C(=O)/C(=C2/Sc3ccccc3N2CCCS(=O)(=O)O)SC1=S	2%	0.4%	8%	2%	0%
Cc1ccc(NC(=O)NCc2ccc3c(c2)OCO3)cc1C	8%	0.6%	2%	-16%	3%
COC(=O)[C@H]1C[C@H](C(=O)O)[C@@H](C)C1(C)C	-2%	0.6%	-15%	5%	-7%
COc1ccccc1NS(=O)(=O)c1cccc(NS(=O)(=O)c2cc(C(=O)O)ccc2OC)c1	-6%	0.4%	nt	-24%	8%
O=C(Nc1cc(Cl)ccc1N1CCOCC1)c1ccc(F)c(S(=O)(=O)N2CCOCC2)c1	1%	1.4%	nt	-3%	11%
O=S1(=O)CCC(S(=O)(=O)N2CCCCCC2)C1 (stereo not drawn)	-4%	2.3%	1%	0%	-4%
Cc1ccc(-c2csc(N3N=C(c4ccccc4)/C(=C\c4ccc(N(C)C)cc4)C3=O)n2)cc1	9%	nt	8%	nt	5%
O=C1NCN(c2ccccc2)C12CCN(CCCC(c1ccc(F)cc1)c1ccc(F)cc1)CC2	37µM*	i	18%	20%	?
O=C(CN1C(=O)C2CCCCC2C1=O)Nc1ccccc1N1CCCC1 (stereo not drawn)	1%	i	-4%	5%	14%
CCOc1ccc(C2CC(c3ccc(F)cc3)Nc3nc(N)nn32)cc1 (stereo not drawn)	0%	0.9%	-7%	2%	6%
CCOC(=O)C1=NOC(CN(c2ccccc2)S(=O)(=O)c2ccc(Cl)cc2)C1 (stereo not drawn)	0%	0.5%	-9%	-4%	64%
COc1ccc(S(=O)(=O)N2CCOCC2)cc1NC(=O)CC(C)c1ccccc1 (stereo not drawn)	-7%	5.3%	nt	-11%	16%
CC(C)CN1CCN(C(=O)CCc2nnc(Cc3c[nH]c4ccccc34)o2)[C@@H](C)C1=O	0%	6.4%	0%	-7%	18%
CCCCCCNc1nc(-c2ccc(OC)cc2)c(CCC(=O)O)s1	31%	2.4%	7%	4%	?
COc1ccc(CNC(=O)CN2C(=O)C3C4C=CC(C4)C3C2=O)cc1 (stereo not drawn)	-1%	0.1%	-3%	-9%	-5%
Cc1[nH]n(-c2ccccc2)c(=O)c1S(=O)(=O)c1ccccc1	7%	i	-5%	2%	27%
O=C(COc1ccccc1)NC1CCN(Cc2ccccc2)CC1	2%	1.8%	-3%	12%	14%
COc1cccc(C2NC(CC(C)C)(C(=O)O)C3C(=O)N(Cc4ccccc4)C(=O)C23)c1O (stereo not drawn)	-2%	i	-1%	0%	-5%
CC1CCN(CCNC(=O)C2CCCN(c3ncnc4c3nc3n4CCCCC3)C2)CC1 (stereo not drawn)	-2%	i	10%	-7%	-9%
O=C(C1=C[C@@H](c2ccc(Br)cc2)C[C@@H](OCCCCO)O1)N1CCOCC1	-2%	0.2%	-13%	-2%	13%
CC(CN1CCCCC1)OC(=O)c1ccccc1Cl (stereo not drawn)	-4%	i	11%	-22%	9%
FC(F)(F)c1cccc(CNC2CCN(Cc3ccccc3)CC2)c1	1%	i	10%	6%	31%
COc1ccc(C2C(C(=O)NCC3CCCO3)CCC(=O)N2c2ccc3c(c2)OCO3)cc1 (stereo not drawn)	3%	1.6%	-3%	-6%	-15%	inhibitors of VEEV 10K pilot screen=0.3
CCOc1ccc(Cl)cc1S(=O)(=O)N1CCC(C(=O)NCC2CCCO2)CC1 (stereo not drawn)	-7%	i	9%	-8%	-6%
CCN(CC(=O)NCc1ccc(Cl)cc1)C(=O)c1cc2ccccc2o1	0%	0.7%	7%	-2%	4%
O=C(CCNC(=O)c1ccc(Br)cc1)Nc1ccc(S(=O)(=O)Nc2ncccn2)cc1	0%	0.1%	4%	-2%	30%
O=C(Cn1cnc2c(nnn2Cc2ccc(F)cc2)c1=O)Nc1ccc2c(c1)OCCO2	3%	1.0%	-11%	-2%	-10%
CC12CCC(C(NC(=S)NN)C1=O)C2(C)C (stereo not drawn)	nt	0.4%	nt	13%	nt
